Assay outcomes from PubChem.
ERp5 inh: inhibitors of human ERp5. 350,000 tested, 0.05% active. ERp5 insulin aggregation, absorbance 650 nm, 90 min. inhibition, % at 9.99 µM;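 active = mean replicate inhibition above about 25%, with every replicate also reaching it, limit read from the data, passing the limit was not always enough; inconclusive = only one of those two criteria met; inactive = neither criterion met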
Target sequence (Q15084 whole entry, looked up): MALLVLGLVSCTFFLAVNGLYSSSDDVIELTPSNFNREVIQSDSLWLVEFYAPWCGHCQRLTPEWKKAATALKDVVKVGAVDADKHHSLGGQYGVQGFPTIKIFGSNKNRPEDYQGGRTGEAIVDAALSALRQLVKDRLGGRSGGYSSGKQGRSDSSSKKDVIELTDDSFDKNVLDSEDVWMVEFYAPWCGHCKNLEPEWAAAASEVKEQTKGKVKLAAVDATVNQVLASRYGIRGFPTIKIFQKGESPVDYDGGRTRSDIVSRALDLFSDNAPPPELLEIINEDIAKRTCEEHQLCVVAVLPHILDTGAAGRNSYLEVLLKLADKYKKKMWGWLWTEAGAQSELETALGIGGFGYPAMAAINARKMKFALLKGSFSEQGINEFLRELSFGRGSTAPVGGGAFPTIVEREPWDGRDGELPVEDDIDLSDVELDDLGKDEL
ARNT-TACC3 inh: disrupts binding between human ARNT and TACC3; AlphaScreen His-ARNT PAS-B/GST-TACC3 binding, luminescence; TACC3 fragment carries E629A point mutation; 390,000 tested, 0.66% active; Q9Y6A5; AID 623870; inhibition, % at 9.99 µM;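 active = mean inhibition of replicates at least 50% and at least half of replicates each reaching 50%; inconclusive = half or more replicates reach 50% but mean below 50%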;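 also: 0% = complete ARNT plus TACC3 wells and 100% = ARNT alone without TACC3; many hits fall short of the cut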
GSIS activator: primary screen for activators of insulin secretion dependent on glucose, INS-1E cells, GLuc reporter luminescence | INS-1E GLuc reporter insulin secretion, 2-3 h | activation, % at 16.6 µM | 370,000 tested, 0.61% active | AID 743287;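 active = lowest replicate activation of at least 40%, so every replicate reaches that level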;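 also: 0% = median of neutral control wells and 100% = median of IBMX positive control wells; some compounds called inactive have numbers as strong as hits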
DENV2 CPE rescue: DENV2-induced cell death inhibition | DENV2-infected cells, cytopathic effect rescue, plate reader | CPE inhibition, % at 9.99 µM | 350,000 tested, 1.7% active | AID 651640; in the data active = CPE inhibition above about 20%, passing the limit was not always enough; inconclusive = no clear call, values can overlap the other calls; tested in BHK-21 cells;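 also: 0% = median of neutral control wells and 100% = median of positive control wells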
XiGFP reactiv: X-chromosome reactivation activator. XiGFP mouse fibroblasts, % GFP-positive cells imaging, 3 d; cells co-treated with 5-aza-dC sensitizer; scaled so ellipticine positive control = 100%. activation, % at 7.58 µM. 360,000 tested, 0.055% active;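 active = mean normalized replicate activation at least 10% and every replicate at or above 10%; inconclusive = only one of the two criteria met; inactive = mean below 10% and not all replicates reach 10%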;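 also: 0% = median of on-plate neutral control wells and 100% = ellipticine 6 µM median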
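System: 68-5-11 XiGFP fibroblast line; Timing: 3 days compound exposure; Compound dosing: one concentration, pinned; Benchmarks: positive control ellipticine, 6 µM final; Buffer or medium: DMEM containing 5-aza-dC.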
EWS-Fli block: EWS/Fli transcriptional activity inhibition. A673 NR0B1-luciferase reporter, viability-normalised. inhibition, % at 12.6 µM. 350,000 tested, 0.67% active;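 active = mean inhibition of at least 50% after viability correction, with every replicate also passing that limit; inconclusive = mean reaches 50% but only one of two replicates passes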;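 also: firefly luciferase signal divided by Alamar Blue viability fluorescence both relative to DMSO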
PAX8 inh HTS: inhibitors of PAX8 transcriptional activity in RMG-I cells. inhibition, % at 12.6 µM. RMG-I TPO-luciferase reporter, SteadyGlo, 24 h. 360,000 tested, 1.2% active. AID 652154;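 active = mean replicate inhibition at least 60% with every replicate also reaching 60%; inconclusive = only one of the two criteria is met; inactive = mean below 60% and not all replicates reaching 60%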;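 also: luciferase light reporting Pax8 driven TPO promoter activity; plate controls were median of neutral control wells for no effect and mitoxantrone controls for full effect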
CFTR F508del cor: correctors of CFTR F508del function in bronchial epithelial cells; activity (quench increase), % at 7.58 µM; CFBE cells, YFP halide quenching; stimulated with forskolin plus potentiator P3; % fluorescence drop versus neutral controls; 350,000 tested, 0.36% active; AID 720511;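 active = mean added fluorescence quench of at least 8% versus neutral control, with both replicates also reaching 8%; inconclusive = only one of the mean or replicate conditions met; inactive = mean below 8% and not both replicates reaching 8%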;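 also: cells transiently co-express mutant CFTR-F508del with the halide-sensitive YFP; corrector assay measuring rescue of mutant channel to the surface after 24 h compound exposure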
Numbers without * were called inactive; ? = inconclusive; . = not tested or not shown; & = joins results of further samples.

Under each structure – GSIS activator	ERp5 inh	EWS-Fli block	ARNT-TACC3 inh	DENV2 CPE rescue	XiGFP reactiv	PAX8 inh HTS	CFTR F508del cor
#1 COc1ccc2nc(/C=N/NC(=O)CCCCCNC(=O)OC(C)(C)C)ccc2c1
    .	3	-58	-8	5	-0.1	-130	-3.7
#2 O=C(c1[nH]c(C(F)(F)F)nc1-c1ccccc1)N1CCN(c2c(Cl)cncc2Cl)CC1
    -11	-2	2	.	0	0.1	-53	-4.8
#3 Cc1cc2nc3c(nc2cc1C)C(O)=C3O
    -1	3	15	-3	1	0.0	0	0.6
#4 COc1ccc(OC)c(S(=O)(=O)NCc2nc3nc(C)cc(C)n3n2)c1
    36	-1	.	-6	?	0.0	-11	1.0
#5 CC(=O)N(C)C[C@@H]1Oc2cc(-c3ccncc3)ccc2S(=O)(=O)N([C@@H](C)CO)C[C@H]1C
    16	2	3	-1	?	-1.3	.	-0.7
#6 Nc1nc(SCC(=O)NC2CCCc3ccccc32)n[nH]1 (stereo not drawn)
    -4	-1	-1	0	2	0.0	-10	-2.2
#7 CCCCS(=O)(=O)N1CCC(C(=O)Oc2ccc(Cl)cc2)CC1
    7	1	7	-14	-1	0.0	9	1.3
#8 CN1CCN(c2nc3c(c(=O)[nH]c(=O)n3C)n2CCCSc2nnnn2-c2ccccc2)CC1
    3	-1	4	1	-3	0.0	14	-2.6
#9 C/C(=N\Nc1ccc2nncn2n1)c1ccco1
    19	-2	-7	7	1	0.1	9	2.0
#10 CCO[C@H]1OC(C(=O)NCc2ccccc2)=C[C@@H](c2cn(C(C)=O)c3ccccc23)[C@@H]1CCCO
    -2	1&-2	10&2	8&-6	?	0.0	18&19	-1.1&-0.6
#11 COc1ccc(NC(=O)C2(C)CCN2Cc2ccc(C(C)C)cc2)cc1OC (stereo not drawn)
    -4	3	12	.	-7	-0.1	23	-0.4
#12 COc1ccc(CNC(=O)N2CCN(C(=O)c3ccccc3)CC2)cc1
    11	-5	-6	-3	2	0.2	-14	1.6
#13 O=C1CC(C(=O)NCCc2ccccc2)SC(=Nc2ccccc2)N1 (stereo not drawn)
    14	-1	10	.	-3	0.1	12	1.2
#14 CC1C(=O)CC2C3(C)CCC2(C(C)C(=O)O)C(=O)C13 (stereo not drawn)
    .	9	-3	.	?	.	.	-0.2
#15 CCN(CC)S(=O)(=O)c1ccc(NC(=O)c2c(-c3ccccc3)noc2C)cc1
    -8	6	9	-6	-1	0.1	-11	-1.8
#16 Cc1ccc(C)c(C(=O)CCC(=O)N2CCN(c3ncccn3)CC2)c1
    5	0	-25	-20	5	0.1	-31	2.7
#17 CC1=CC(c2ccc(Cl)cc2)n2ncnc2N1 (stereo not drawn)
    16	.	-7	-6	.	0.0	-13	-2.1
#18 Cc1cc[n+](-c2[nH]c(=O)sc2/C=N/NC(=O)c2ccccc2[O-])cc1C
    -3	10	-3	11	0	0.3	-7	.
#19 COc1ccc(C(=O)N[C@H]2CCCCNC2=O)cc1OC1CCN(C(C)C)CC1
    2	-3	-4	-7	-5	-0.1	2	1.9
#20 COc1ccc(C(=O)COc2ccc3ccc(=O)oc3c2)c(OC)c1
    17	-7	.	-2	4	0.1	11	2.6
#21 CCn1c(COC(=O)CNC(=O)c2ccccc2)nc2cc(S(=O)(=O)N(C)C)ccc21
    9	5	3	6	-3	-0.1	1	-3.3
#22 CC(C)NC(=O)N[C@H]1C=C[C@@H](CC(=O)N2CCCCC2)O[C@H]1CO
    6	-2	-3	10	-2	0.2	7	-0.7
#23 CCOC(=O)C1(Cc2cccc(OC)c2)CCN(Cc2ccccc2OC)CC1
    -18	-1	10	-4	-4	0.1	-3	3.5
#24 CCOC(=O)NC(=O)CSc1nc2ccc([N+](=O)[O-])cc2[nH]1
    -2	3	-2	3	15	0.1	8	-2.0
#25 COc1ccccc1OCC(=O)NC1CC(C)(C)NC(C)(C)C1
    2	3	3	8	14	0.0	12	0.6
#26 CCN(C[C@H]1[C@H](c2ccc(C3=CCCC3)cc2)[C@@H](CO)N1C(C)=O)C(C)=O
    7	.	2	4	?	0.2	15	1.1
#27 CN1CCN(c2ccc(S(=O)(=O)N3CCOCC3)cc2NC(=O)Cc2ccccc2F)CC1
    11	4	6	-7	-4	0.0	1	-0.9
#28 COc1cc(/C=N/NC(=O)c2ccoc2C)ccc1O
    -1	1	-16	-2	-4	-0.1	-69	.
#29 CCOc1ccccc1NC(=O)CN1CCN(Cc2ccccc2)CC1
    -1	0	-3	-3	-3	0.1	2	-2.3
#30 COc1ccc(CN2C(=O)C(CC(=O)NCCN3CCOCC3)CC(C(=O)N(C)C)=C2C)cc1 (stereo not drawn)
    .	2	-5	.	-1	0.2	-1	2.5
#31 CC(C)C(c1nnnn1Cc1ccc(F)cc1)N1CCN(c2ccc(O)cc2)CC1 (stereo not drawn)
    -6	8	5	15	7	0.6	18	3.8
#32 C[C@H]1CN([C@@H](C)CO)C(=O)Cc2cc(NC(=O)Nc3ccc(C(F)(F)F)cc3)ccc2O[C@@H]1CN(C)Cc1ccc(C(=O)O)cc1
    -2	-8	-11	-12	6	-0.4	6	-0.1
#33 COc1cc(C(=O)NCc2ccc(F)cc2)cc(Cl)c1OC
    -19	.	.	3	.	0.0	8	.
#34 CO[C@H]1CN(C)C(=O)c2cc(NC(=O)C3CCOCC3)ccc2OC[C@H](C)NC[C@@H]1C
    -1	2	-2	0	1	0.1	-4	-1.1
#35 CC(C)c1cc(C(=O)OCC(=O)NC2CCS(=O)(=O)C2)c(O)c(C(C)C)c1 (stereo not drawn)
    2	0	16	.	0	0.1	-1	-0.6
#36 C[C@@H]1CCCCO[C@H](CN(C)Cc2ccc(C(F)(F)F)cc2)[C@H](C)CN([C@@H](C)CO)C(=O)c2cc(NS(=O)(=O)c3ccc(Cl)cc3)ccc2O1
    -28	-1	27	-6	3	-0.1	105*	7.3
#37 CC(=O)Nc1ccc(/C=N/N2CCCCC2)cc1
    19	2	-148	-5	-2	-0.1	-110	-1.6
#38 C/C(=N\N)c1c(-c2ccccc2)c2cc(C)ccc2[nH]c1=O
    .	2	-2	-2	-3	0.0	0	0.5
#39 Cc1ccc(C(=O)NC2CCCCCCC2)c(Cl)c1
    0	0	56*	4	15	-0.1	6	0.5
#40 CN(C)CC(=O)Nc1ccc2c(c1)[C@@H]1C[C@H](CC(=O)NCC3CC3)O[C@@H](CO)[C@@H]1O2
    2	-2	-2	2	5	0.0	-22	-0.3
#41 Cc1cn(CC(=O)NCCNc2ccc([N+](=O)[O-])cn2)c(=O)[nH]c1=O
    24	-8	-6	1	-9	0.1	-14	-6.0
#42 COc1cccc(-c2csc3ncnc(Sc4nnnn4C)c23)c1
    53*	-4	19	-6	-3	-0.1	99*	-11
#43 CCCC#Cc1ccc2c(c1)O[C@@H](CN(C)C(=O)CN(C)C)[C@H](C)CN([C@H](C)CO)S2(=O)=O
    11	-1	3	1	-7	0.2	10	0.8
#44 COc1ccc(N(C(=O)c2snc(C(N)=O)c2N)C(C(=O)NCc2ccc(F)cc2)c2ccc(C)o2)c(OC)c1 (stereo not drawn)
    -4	0	19	-4	11	0.1	6	3.4
#45 O=C(NCC1CCCO1)c1ccc2c(=O)n(Cc3ccc(Cl)cc3)c(=S)[nH]c2c1 (stereo not drawn)
    15	0	0	-4	.	0.0	-4	-0.2
#46 COc1ccc(C(=O)NNC(=O)CN2CCC(n3nnc4cc(C)ccc43)CC2)cc1
    -7	0	-6	-10	?	0.0	12	.
#47 O=C1CCC2(CCCC2)c2ccccc21
    .	2	-1	.	-9	0.0	18	3.2
#48 COC(=O)c1cc2ccsc2n1CC(=O)NCC1CCCO1 (stereo not drawn)
    -4	-5	-1	-1	1	.	.	1.2
#49 CCc1cc2c(NC(Cc3ccccc3)C(=O)O)ncnc2s1 (stereo not drawn)
    0	-4	8	-4	2	0.4	-8	0.3
#50 CCN(C[C@H]1N[C@@](C)(C(=O)OC)[C@H]2C(=O)N(C)C(=O)[C@@H]12)C(=O)c1ccccc1
    6	-5	-9	-3	-2	0.3	0	3.5
#51 COc1cccc(NC(=O)Nc2ccc3c(c2)C(=O)N(C)C[C@H](OC)[C@@H](C)CN(C)[C@@H](C)CO3)c1
    0	2	-8	5	-3	-0.1	3	0.1
#52 Cc1ccc(S(=O)(=O)Nc2ccc3c(c2)C(=O)N([C@@H](C)CO)C[C@H](C)[C@@H](CN(C)Cc2ccc(Oc4ccccc4)cc2)O3)cc1
    13	.	-2	.	.	-1.0	-6	4.9
#53 COc1ccc(C(CC(=O)O)NC(=O)Cc2ccccc2)cc1OC (stereo not drawn)
    25	.	.	-8	.	0.0	-9	.
#54 C[C@H](CO)N1C[C@H](C)[C@@H](CN(C)C)Oc2ccc(NC(=O)CCN3CCOCC3)cc2CC1=O
    2	1	-7	-21	?	0.7	-18	1.3
#55 Cc1cccc2c1CCCC2=O
    -7	6	8	-5	3	0.1	-33	-4.4
#56 CSc1nc2ccc(NS(=O)(=O)c3c(Cl)cccc3Cl)cc2s1
    -15	.	.	0	.	0.0	-2	.
#57 O=C(Nc1cccn2ncnc12)C(F)(F)F
    5	0	2	2	2	0.0	14	.
#58 CCC1CCCCN1CCCNC(=O)c1ccc(CS(=O)(=O)c2ccccc2OC)o1 (stereo not drawn)
    9	5	.	-3	0	0.0	-16	4.5
#59 O=S(=O)(c1ccc(C2CCCCC2)cc1)N1CCOCC1
    -4	.	.	-4	.	0.0	9	.
#60 COc1cccc(S(=O)(=O)Nc2ccc3c(c2)[C@@H]2C[C@H](CC(=O)NCc4ccccc4F)O[C@H](CO)[C@@H]2O3)c1
    -7	-4	4	0	-5	-0.1	-14	-0.7
#61 CC(=O)N/N=C(\C)CCc1ccccc1
    6	4	-4	-2	10	0.2	-2	-1.0
#62 Cc1cccc(C)c1N1C(=O)CCC(C)(C)C1=O
    10	4	-2	-9	7	0.0	-5	-1.0
